# CHRM1 PAM: positive allosteric modulators of human M1 muscarinic receptor | P11229 | CHO-K1 hM1, Fluo-8 calcium fluorescence, ACh EC20; 0% = ACh EC20, 100% = maximal ACh | activation, % at 3 µM | 360,000 tested, 0.088% active | AID 588819; in the data active = activation above about 19%, passing the limit was not always enough
# Target sequence (P11229 whole entry, looked up): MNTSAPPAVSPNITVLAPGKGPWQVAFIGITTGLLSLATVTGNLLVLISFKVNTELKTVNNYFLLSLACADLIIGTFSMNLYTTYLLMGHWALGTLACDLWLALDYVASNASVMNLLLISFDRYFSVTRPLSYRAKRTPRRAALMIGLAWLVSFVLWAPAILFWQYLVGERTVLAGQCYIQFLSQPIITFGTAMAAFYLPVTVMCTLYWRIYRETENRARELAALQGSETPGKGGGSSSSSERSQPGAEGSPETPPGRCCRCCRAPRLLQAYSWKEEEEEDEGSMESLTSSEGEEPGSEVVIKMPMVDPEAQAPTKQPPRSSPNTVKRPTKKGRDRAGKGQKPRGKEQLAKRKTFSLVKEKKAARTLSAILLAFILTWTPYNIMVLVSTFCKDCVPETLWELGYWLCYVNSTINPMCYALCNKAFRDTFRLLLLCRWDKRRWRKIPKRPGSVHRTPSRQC
# CHRM5 antagonist: CHRM5 antagonism in calcium assay; CHO-hM5 cells, Fluo-8 calcium fluorescence, ACh EC80; inhibition, % at 3 µM; 360,000 tested, 0.59% active;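 active = inhibition above a per-plate cutoff, the mean of that plate's test compounds plus 3 SD, cut at about 27% in these data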;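 also: 0% = acetylcholine EC80 with DMSO and 100% = DMSO without agonist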
# M1 ag: activates human CHRM1 receptor. AID 588814. CHO-K1 hM1, Fluo-8 calcium fluorescence, agonist mode; 0% DMSO, 100% acetylcholine EC100. activation, % at 3 µM. P11229. 360,000 tested, 0.33% active;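 active = activation above the run's mean compound activation plus 3 SD, cut at about 16% in these data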;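 also: peak over basal fluorescence ratio within a 140 s kinetic read after compound addition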
# CHRM4 agonist: agonists of human muscarinic M4 receptor (CHRM4); P08173; CHO-K1 hM4/Gqi5, Fluo-8 calcium fluorescence; vehicle 0%, full acetylcholine response 100%; activation, % at 3 µM; 360,000 tested, 0.14% active;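 active = activation above the run mean over all test wells plus 3 SD, cut at about 32% in these data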;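 also: peak over basal fluorescence ratio per well then scaled between controls; 0% = DMSO wells and 100% = acetylcholine at EC100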
# Target sequence (P08173 whole entry, looked up): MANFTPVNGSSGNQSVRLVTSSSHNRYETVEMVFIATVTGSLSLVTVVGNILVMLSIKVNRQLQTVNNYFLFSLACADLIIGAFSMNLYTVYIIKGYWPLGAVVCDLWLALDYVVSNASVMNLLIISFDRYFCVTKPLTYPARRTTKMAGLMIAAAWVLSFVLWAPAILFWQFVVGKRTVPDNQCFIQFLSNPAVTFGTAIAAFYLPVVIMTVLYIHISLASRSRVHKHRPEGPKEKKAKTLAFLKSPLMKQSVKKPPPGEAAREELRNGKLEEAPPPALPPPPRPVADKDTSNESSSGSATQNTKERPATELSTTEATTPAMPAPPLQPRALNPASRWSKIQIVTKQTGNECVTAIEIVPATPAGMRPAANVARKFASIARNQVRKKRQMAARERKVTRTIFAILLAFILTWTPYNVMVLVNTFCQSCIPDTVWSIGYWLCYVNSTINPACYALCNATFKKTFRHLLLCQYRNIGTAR
# TAAR1 agonist: agonists of human TAAR1; Q96RJ0; CHO RD-HGA16 TAAR1, Fluo-8 calcium fluorescence; vehicle wells 0%, saturating PEA agonist 100%; activation, % at 3 µM; 360,000 tested, 0.99% active; AID 624467;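 active = activation above the mean activation of all test compounds in the run plus 3 SD, cut at about 38% in these data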
#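 Assay system: CHO-derived RD-HGA16 cells with stable Gα16 and human TAAR1; timing: 17-24 h seeding, 75 min 37 °C dye, 30 min RT; read-out: % activation from peak over basal fluorescence ratio, DMSO-to-PEA scaled; measured by: kinetic Fluo-8 calcium fluorescence; benchmarks: low control DMSO, high control PEA (EC100); doses: 3 µM single concentration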
# CHRM4 antagonist: blocks acetylcholine activation of human M4 receptor; CHO-hM4 cells, ACh EC80, Fluo-8 calcium fluorescence; inhibition, % at 3 µM; 360,000 tested, 0.73% active;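 active = inhibition above its plate's cutoff, the mean inhibition of sample wells plus 3 SD, cut at about 27% in these data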;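 also: 0% = acetylcholine EC80 with DMSO and 100% = DMSO without agonist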
# M5 PAM: CHRM5 positive allosteric modulation. activation, % at 3 µM. P08912. AID 624038. 360,000 tested, 0.3% active. CHO-K1 hM5, Fluo-8 calcium, ACh EC20 PAM; 0% = ACh EC20, 100% = ACh EC100;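 active = activation above the run cutoff, the mean activation of all test compounds plus 3 SD, cut at about 18% in these data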
#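 Test system: CHO-K1 hM5 cells / Doses: single-point, 3 µM nominal / Times: Post-acetylcholine fluorescence recording 140 s / Technique: Fluo-8 calcium fluorescence / Measure: Max/basal fluorescence ratio as % of EC20–EC100 ACh window / Benchmarks: low control EC20 acetylcholine (0%), high control EC100 acetylcholine (100%) / Replicates: one well per compound, no replicates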
# CHRM5 agonist: CHRM5 agonism in calcium assay; CHO-K1 hM5 cells, Fluo-8 calcium fluorescence; 0% DMSO wells, 100% maximal acetylcholine response; activation, % at 3 µM; 360,000 tested, 0.19% active; AID 624037;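 active = activation above the run's mean over test compounds plus 3 SD, cut at about 23% in these data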;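 also: signal is peak over basal fluorescence ratio across the kinetic read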
# CHRM1 antagonist: human CHRM1 antagonism; CHO-K1 hM1, Fluo-8 calcium fluorescence, ACh EC80 antagonist; 360,000 tested, 1.3% active; inhibition, % at 3 µM; AID 588852;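 active = percent inhibition above its own plate's cutoff, namely the mean of that plate's compound wells plus 3 SD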;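 also: peak over basal fluorescence ratio during 140 s after agonist addition; 0% = ACh EC80 plus DMSO and 100% = DMSO alone without agonist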
# Starred values were filed as active, the others as inactive; . = no result given.
# Fields: CHRM1 PAM, CHRM5 antagonist, M1 ag, CHRM4 agonist, TAAR1 agonist, CHRM4 antagonist, M5 PAM, CHRM5 agonist, CHRM1 antagonist
CCOc1ccc(S(=O)(=O)N2CCN(c3ccc(OC)cc3)CC2)c2cccnc12
  1, 0, -3, 2, 10, -6, 5, -5, 3
O=C(CNC(=O)c1ccco1)OCc1cccc(Cl)c1
  9, -2, -2, 1, 12, 0, 4, -3, -8
CCc1cc2c(=O)c(-c3cscn3)coc2cc1O
  4, -6, 1, 3, 7, -5, -4, 0, -31
COc1cccc(NC(=O)COC(=O)c2ccco2)c1
  10, -1, -3, 1, 6, -3, 3, 0, -12
CCN=c1sc2ccccc2n1CC(O)COc1ccccc1 (stereo unspecified)
  -2, 6, -5, 4, 16, 5, -1, -5, 1
COc1ccccc1N1C(=O)S/C(=C\c2cccs2)C1=O
  -7, 3, -2, 6, 5, -15, -9, 1, 3
S=c1[nH]nc(-c2ccccc2)n1/N=C/c1cccs1
  -1, -6, -8, -1, ., -3, 7, -3, -7
Cc1ccc(S(C)(=O)=O)cc1C(=O)OCC(=O)N(Cc1ccccc1)Cc1ccccc1
  -11, 13, -3, 21, 17, 7, -32, -3, 21
O=C(/C=C/c1ccco1)c1ccccc1O
  13, 6, -8, 1, 20, 6, -4, -2, -4
O=c1c2ccccc2nc(SCc2cccc(F)c2)n1C1CCCC1
  -2, -3, -1, 1, 5, 0, 4, 0, 3
O=C(CN1C(=O)CSc2ncccc21)N1CCOCC1
  0, 0, -1, 0, 0, 5, 0, 0, 2
CC(C)(C)NC(=O)C1C(c2ccccc2)=Nc2ccccc2N1C(=O)c1ccc(C(F)(F)F)cc1 (stereo unspecified)
  ., -7, ., 0, -2, -4, 6, -1, .
O=C(COc1cc([N+](=O)[O-])cc2cccnc12)NCCC1=CCCCC1
  17, -6, 0, 7, 3, -9, 0, 2, -20
S=C1N(c2ccccc2)C(c2ccc(Cl)cc2)N2CCCN12 (stereo unspecified)
  -21, 25, -7, 0, 0, 42*, -43, -11, 96*
CC(=O)Nc1cccc(N/C=C(\C=O)c2nc3ccccc3o2)c1
  -7, 0, 0, 11, 17, -5, -7, 3, 6
CCCCN1CNC(=S)N(c2ccc(C(=O)OCC)cc2)C1
  5, 2, -2, 1, 1, 12, 0, 1, -7
COC(=O)c1sc(NC(=S)NC(=O)c2ccccc2Cl)nc1C
  -1, -3, -6, 0, 50*, 7, -3, -1, 5
c1ccc(-c2cnn3nnnc3n2)cc1
  5, -4, -3, 1, 17, 5, -5, -2, -5
CCOC(=O)c1cnn(-c2nc(SC)nc3sc4c(c23)CCC4)c1N
  6, -7, -2, 1, 5, 3, 0, -2, -10
CCOc1ccc(CCNC(=O)Cc2ccc(NC3=NC4CS(=O)(=O)CC4S3)cc2)cc1 (stereo unspecified)
  -3, 11, 0, 11, 2, -7, -12, 2, -3
CC(=O)c1cc2c(C)c(C(=O)c3ccccc3)oc2cc1O
  7, 8, -12, 0, 0, 4, -6, -2, -6
O=C(CSc1nnc(-c2ccc(NS(=O)(=O)c3ccccc3)cc2)o1)NCC1CCCO1 (stereo unspecified)
  15, 6, 2, 2, 2, 0, 1, 0, -36
C[C@H]1CN([C@@H](C)CO)C(=O)CCCn2cc(nn2)CO[C@@H]1CN(C)C(=O)OCc1ccccc1
  9, 5, -6, 1, 2, -9, -2, -2, 3
C#Cc1ccc(CN2CCC(N3CCC(C(=O)NCc4ccccn4)CC3)CC2)cc1
  -10, 14, -13, 2, 1, -5, -7, -7, 4
Cc1ccc(Cc2c(C(C)(C)C)nc3cc(C)c(Br)c(C)n23)cc1
  -1, -8, -3, -1, 1, 4, 7, 5, 3
CCN(CC)c1ccc(C(=O)NC(=S)N2CCN(Cc3ccc4c(c3)OCO4)CC2)cc1
  -6, -5, -12, 0, 3, -6, -3, -8, 5
CCCCC1(C)Cc2ccccc2C(=S)N1 (stereo unspecified)
  2, -6, -4, -1, 18, 5, -4, -12, 4
O=C1NC(c2ccc(Br)cc2)Nc2ccccc21 (stereo unspecified)
  10, -8, -3, 2, 0, -8, -2, 2, -17
O=C(c1ccc(S(=O)(=O)N2CCCC2)cc1)N1CCN(S(=O)(=O)c2cccc(F)c2)CC1
  6, 1, 0, 2, 1, -6, 4, -2, -6
CCC(=O)Nc1ccc2c(c1)C(=O)N(C)C2=O
  9, -2, -2, 1, 3, 4, 2, 2, -8

# Reformatted as comma-separated lines: part of the list above.
Molecule,CHRM1 PAM,CHRM5 antagonist,M1 ag,CHRM4 agonist,TAAR1 agonist,CHRM4 antagonist,M5 PAM,CHRM5 agonist,CHRM1 antagonist
O=c1c2ccccc2nc(SCc2cccc(F)c2)n1C1CCCC1,-2,-3,-1,1,5,0,4,0,3
O=C(CN1C(=O)CSc2ncccc21)N1CCOCC1,0,0,-1,0,0,5,0,0,2
CC(C)(C)NC(=O)C1C(c2ccccc2)=Nc2ccccc2N1C(=O)c1ccc(C(F)(F)F)cc1 (stereo unspecified),.,-7,.,0,-2,-4,6,-1,.

# (continued)
# Fields: CHRM1 PAM, CHRM5 antagonist, M1 ag, CHRM4 agonist, TAAR1 agonist, CHRM4 antagonist, M5 PAM, CHRM5 agonist, CHRM1 antagonist
Clc1ccc2nc3ccccn3c2c1
  3, 0, -4, 0, 4, -5, -3, -3, -5
COc1ccc(OC)c(/C=N/NC(=O)CC(=O)NC2CCCCC2)c1
  10, 17, -2, 0, 4, 0, 2, 0, -7
CCOC(=O)Cn1nnc2c(sc3nc4c(c(-c5ccc(Cl)cc5)c32)CCC4)c1=O
  10, 1, -3, 0, 5, -1, -2, -1, -10
N#C/C(=C\c1ccc[nH]1)C(=O)Nc1ccccc1Cl
  6, 8, -2, 1, 1, -4, -8, -2, -21
CCN(C1CCS(=O)(=O)C1)S(=O)(=O)c1cccc([N+](=O)[O-])c1 (stereo unspecified)
  -16, -1, -7, 0, 12, -3, 0, -1, -5
CCO[C@@H]1c2c(ccc3ccc(=O)oc23)OC(C)(C)[C@H]1O
  14, 3, -2, 0, 11, -1, 9, 0, -20
O=C(OCc1ccccc1)N1CCC2CC1c1cc(-c3ccc4c(c3)OCO4)ccc12 (stereo unspecified)
  -4, -15, -3, -1, 0, -10, 3, 2, 2
O=C1C2CCCN2C(=S)N1c1cc(Cl)ccc1Cl (stereo unspecified)
  2, 0, 1, 2, 2, -3, -1, 7, 4
CC(C)NC(=O)C(=O)NCCCOC(C)C
  1, -2, -1, 1, 7, -2, -1, -3, 1
O=C(NC(=S)NCc1ccco1)c1ccc(Br)cc1
  8, 6, -1, -1, 0, -2, -5, -3, -7
O=C1N[C@H](Cc2ccccc2)CO1
  6, 3, -1, 0, 0, -10, 2, 3, 2
COc1ccc(CNC(=O)NS(=O)(=O)c2ccc(C)cc2)cc1
  -8, 18, -5, 0, 1, -2, -9, 0, 18
O=C(c1cc(N2CCOCC2)c(F)cc1[N+](=O)[O-])N1CCOCC1
  9, -11, 0, 1, 1, -11, 6, 5, -13
CCC(CC)c1nnc(NC(=O)C2CC(=O)N(C3CCCC3)C2)s1 (stereo unspecified)
  6, 4, -1, 2, 2, -22, 1, 2, -9
Cn1c(=O)oc2cc(S(=O)(=O)N3CCc4ccccc4C3)ccc21
  3, -2, -3, 1, ., -4, 0, 0, -10
O=c1c(=O)n(CCO)n(CCO)c(=O)n1CCO
  -3, -4, -2, 0, 1, 0, 3, 1, 3
COc1cccc(C(=O)NC23CC4CC(CC(C4)C2)C3)c1
  5, -3, -2, 0, 2, -10, 3, -1, 1
O=C(NCCOc1ccc(F)cc1)C1CCC(=O)N(CCCN2CCCC2=O)C1 (stereo unspecified)
  5, -6, -2, 0, 0, 2, 1, -1, -8
COc1ccc(Cl)cc1NC(=O)COC(=O)CCCC1=NS(=O)(=O)c2ccccc2N1
  -4, 21, -1, 8, 9, 3, -8, -2, 1
CCn1nc(C)c(/C=N\NC(=O)c2ccc3c(c2)OCO3)c1C
  6, -19, -1, 2, 10, -13, 9, -5, -17
COc1ccc(Cl)cc1C(=O)NNC(=S)NC(=O)c1cc(-c2ccc(Cl)cc2)nc2ccccc12
  4, 6, -2, 0, 37*, 6, 4, -2, -21
O=S(=O)(Nc1ccc(N2CCOCC2)cc1)c1c(F)cc(F)cc1Br
  5, 10, -4, 2, -3, 11, -4, 3, -7
CC(=O)c1c(C)[nH]c(C(=O)COC(=O)CNS(=O)(=O)c2ccccc2)c1C
  7, -6, -2, 6, 7, -3, 1, 0, -10
Cc1ccc(C)c(N2CCN(C(=O)Cn3ncn4cccc4c3=O)CC2)c1
  0, 2, 4, 9, 3, -6, -14, 6, 2
Cc1ccccc1CSc1[nH]c(=O)ncc1C
  16, -10, -4, 1, 2, -10, 9, -1, -18
Cc1ccc(Cn2ccsc2=NC(=O)COC(=O)c2ccc(NC(=O)CC#N)cc2)cc1
  4, 12, 2, 16, 10, 10, -14, 2, -1
O=C1C2C3C=CC(C3)C2S(=O)(=O)C2C3C=CC(C3)C12 (stereo unspecified)
  -1, 3, -3, 0, 0, 6, -2, -1, -2
C=Cc1ccc(Cn2c(C)c(C(=O)NCc3cccc(C)c3)sc2=O)cc1
  3, 3, -1, 5, -1, 0, -8, 1, -5
CC1=NN(c2nc3ccccc3s2)C(O)(C(F)(F)F)C1 (stereo unspecified)
  1, 11, -3, 15, 7, 2, -14, 1, 0
O=[N+]([O-])c1cccc(S(=O)(=O)N2CCCCC2)c1
  12, -17, -2, 1, 1, 7, -4, -1, -13
O=C1N(S(=O)(=O)c2ccccc2F)C(=O)C2(CCCC2)N1S(=O)(=O)c1ccccc1F
  8, 3, -3, 1, 3, 12, -3, 0, -8
Clc1ccc(CNc2ccccc2NCc2ccc(Cl)nc2)cn1
  -1, 7, -7, 1, 2, -23, 10, -16, 3
CCC(C(=O)N1CCN(S(=O)(=O)c2ccc(F)cc2)CC1)c1ccccc1 (stereo unspecified)
  6, -4, -2, 7, 9, -1, 1, 5, -4
CCOC(=O)c1c(NC(=O)Cc2ccccc2)sc2c1CCN(C)C2
  -5, 1, -5, 3, 8, -6, -2, 2, 5
COc1ccc(OC)c(CCNC(=O)CCc2cn(C)c3ccccc23)c1
  0, 0, -3, 1, -1, -9, -4, -3, -1
O=C(NCCCN1CCOCC1)c1ccccc1NS(=O)(=O)c1ccc(F)cc1
  10, -3, -2, 0, 3, -5, -2, -4, -6
O=[N+]([O-])c1ccc(N2CCCCC2)c(-c2nn[nH]n2)c1
  2, 3, -3, 2, 5, -6, 8, 5, 9
Cc1cccc(NC(=S)N=Nc2c(O)[nH]c3ccccc23)c1
  -5, 16, -4, 1, 11, 15, -8, -4, 5
O=C(CN1C(=O)NC2(CCCCCC2)C1=O)N1CCC(Cc2ccccc2)CC1
  -4, 3, -1, 12, 9, -13, -11, 4, 12
CC(=O)c1oc2ccccc2c1NC(=O)COC(=O)c1ccc(-n2nc(C)cc2C)cc1
  3, -2, -3, 1, 0, 0, 4, -1, 0
O=C(Nc1nnc(C23CC4CC(CC(C4)C2)C3)s1)c1ccco1
  4, -11, -2, 0, 4, -6, 8, 0, -14
CCn1ccnc1CN(C)Cc1cn(-c2cc(C)ccc2C)nc1-c1ccccc1
  -3, 3, -14, 1, 20, -2, -7, -1, -6

# Screening results deposited in PubChem by The Scripps Research Institute Molecular Screening Center.

# Some of the compounds tested (hit frequency here may not be typical).
